# Bioassay records from PubChem.
# TNAP inh no acc: TNAP (human) inhibition, acceptor-free conditions | P05186 | purified TNAP, CDP-star luminescence, 30 min | inhibition, % at 20 µM | 200,000 compounds, 0.26% hits | AID 1012;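 active means tissue-nonspecific alkaline phosphatase inhibition above about 50% at 20 µM in the single-dose screen, limit read from the data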;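 further: 0% = DMSO negative control and 100% = EDTA positive control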
# Target sequence (P05186 whole entry, looked up): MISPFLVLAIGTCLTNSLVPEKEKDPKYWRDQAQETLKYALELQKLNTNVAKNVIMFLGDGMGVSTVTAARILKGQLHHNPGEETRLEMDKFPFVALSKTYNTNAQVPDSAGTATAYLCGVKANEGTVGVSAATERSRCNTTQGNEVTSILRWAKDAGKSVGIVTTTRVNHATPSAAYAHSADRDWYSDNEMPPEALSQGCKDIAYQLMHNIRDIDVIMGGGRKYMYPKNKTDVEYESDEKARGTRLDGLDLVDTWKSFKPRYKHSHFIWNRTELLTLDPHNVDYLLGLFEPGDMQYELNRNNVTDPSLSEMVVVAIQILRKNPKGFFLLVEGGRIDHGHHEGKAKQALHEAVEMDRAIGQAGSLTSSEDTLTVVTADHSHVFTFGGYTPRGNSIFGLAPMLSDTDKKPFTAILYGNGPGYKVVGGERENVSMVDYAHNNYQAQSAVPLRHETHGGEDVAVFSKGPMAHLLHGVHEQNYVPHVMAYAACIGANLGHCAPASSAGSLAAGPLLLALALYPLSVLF
# NF-kB neuron act: compounds increasing NF-kB expression in human neuronal cells. fold change at 12.5 µM. 190,000 compounds, 1.6% hits. NF-kB reporter expression; active compounds read high. AID 1239; in the data active means fold change above about 3.3
# bIAP act: increases bovine intestinal alkaline phosphatase activity; purified bovine IAP, CDP-star luminescence, 30 min; active compounds read high; fold of DMSO-control signal, blank-subtracted; activation factor at 20 µM; 200,000 compounds, 0.17% hits;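 active means activation factor of 2 or more at 20 µM, a signal rise over negative controls twice the positive control's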
# APP 5'UTR act: APP 5'UTR luciferase reporter activation | SH-SY5Y APP 5'UTR luciferase reporter, luminescence; zero percent = DMSO vehicle wells | activation, % at 2 µM | 190,000 compounds, 1% hits | AID 1276;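 active means activation above a set limit, based on mean plus 3 SD of controls, cut at about 140% in these data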; further: values of inactives mirror those of a sister screen read the other way
# FLuc stim CS: firefly luciferase counter-screen for stimulation assays; 200,000 tested, under 10 active; ATPlite luciferase biochemical, luminescence, 10 min; 0 = ATP-free wells, 1 = DMSO control; activation factor at 10 µM;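 active means luciferase activation factor, scaled between plate controls, of at least 2 with compound at 10 µM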
# Target sequence (P08659 whole entry, looked up): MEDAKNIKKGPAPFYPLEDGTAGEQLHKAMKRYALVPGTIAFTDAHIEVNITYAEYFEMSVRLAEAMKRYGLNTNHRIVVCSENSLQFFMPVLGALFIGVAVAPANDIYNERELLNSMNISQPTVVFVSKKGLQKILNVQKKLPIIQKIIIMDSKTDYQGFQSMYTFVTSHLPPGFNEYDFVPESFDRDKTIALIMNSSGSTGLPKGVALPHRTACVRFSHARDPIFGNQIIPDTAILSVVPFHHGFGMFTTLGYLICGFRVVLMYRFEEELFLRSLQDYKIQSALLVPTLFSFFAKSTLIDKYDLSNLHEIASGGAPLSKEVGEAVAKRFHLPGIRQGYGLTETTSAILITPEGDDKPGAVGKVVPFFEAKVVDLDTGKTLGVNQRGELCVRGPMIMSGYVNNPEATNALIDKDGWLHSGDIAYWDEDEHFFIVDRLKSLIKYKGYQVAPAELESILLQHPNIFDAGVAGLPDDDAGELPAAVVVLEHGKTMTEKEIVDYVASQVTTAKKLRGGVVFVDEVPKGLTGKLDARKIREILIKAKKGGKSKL
#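 Assay system: Luciferase/luciferin reagent mix; Medium: PBS as buffer for the ATP substrate; Dosing: test compounds dosed from 2 mM stocks in 100% DMSO; Times: 10 min, room temperature; Signal: luminescence from luciferase reaction; Read-out: luciferase activation; Controls: No-ATP low control, compound-free enzyme-plus-ATP high control.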
# TNAP act hiacc: increases human TNAP activity under high phosphate acceptor concentration | P05186 | purified TNAP, CDP-star luminescence, 1 M DEA, 30 min; active compounds read high; 0 = EDTA background, 1 = DMSO-only activity | activation factor at 20 µM | 200,000 tested, under 10 active | AID 1136;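 active means activation factor at least 2 at 20 µM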
#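 Dosing: 20 µM single point. System: human TNAP. Amount: TNAP 1/800 final. Incubation: 30 min, room temperature. Read-out: TNAP activation factor scaled between EDTA and DMSO control wells. Signal: luminescence from CDP-star hydrolysis. Medium: 1 M DEA, pH 9.8, Mg2+, Zn2+. Control set: EDTA negative control, DMSO positive control.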
# TNAP inh hi DEA: inhibitors of human TNAP at high phosphate acceptor concentration; P05186; purified TNAP, CDP-star luminescence, 1 M DEA; inhibition, % at 20 µM; 200,000 compounds, 0.03% hits; AID 1135;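 active means over 50% inhibition of tissue-nonspecific alkaline phosphatase at 20 µM in the single-dose screen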;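 further: plate controls were DMSO wells for no effect and EDTA-quenched wells as full inhibition for full effect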
# FLuc inh counter: counter-screen for luciferase assay inhibitors: firefly luciferase inhibition | P08659 | ATPLite firefly luciferase biochemical luminescence, 10 min | inhibition, % at 10 µM | 200,000 compounds, 1.5% hits;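 active means inhibition above about 50% when tested at 10 µM, limit read from the data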
# PMI activator: increases human mannose-6-phosphate isomerase activity. 190,000 compounds, 0.005% hits. P34949. activation factor at 20 µM. purified human PMI, coupled resazurin fluorescence, 20 min; active compounds read high; 1 = vehicle control, 0 substrate-free wells;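 active means activation factor of 2 or more at 20 µM, relative to plate controls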
# PMI act hi M6P: increases human PMI activity with near-saturating mannose 6-phosphate; activation factor at 20 µM; coupled PMI enzyme assay, resazurin fluorescence, 20 min; active compounds read high; 1 = untreated enzyme, 0 = substrate-free blank; 190,000 compounds, 0.34% hits; AID 1216; P34949;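 active means activation factor of 2 or more at 20 µM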
#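 Material: human phosphomannose isomerase with PGI, G6PDH, diaphorase coupling enzymes. Quantity: 15 ng/mL PMI. Medium: HEPES pH 7.4 buffer with MgCl2 and Tween-20. Reagent: Near-saturating mannose-6-phosphate, 1.0 mM. Compound: 20 µM single dose. Times: enzyme reaction with compound 20 min at room temperature. Detection: resorufin fluorescence at Ex 544/Em 590 nm.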
# * hit, by the source's call; · = not tested or not shown.
# Start of the listing, in advance, 3 compounds:
SMILES,TNAP inh no acc,NF-kB neuron act,bIAP act,APP 5'UTR act,FLuc stim CS,TNAP act hiacc,TNAP inh hi DEA,FLuc inh counter,PMI activator,PMI act hi M6P
Cc1cccc(NC(=S)NN2CCN(C)CC2)c1,-10,0.87,1,13,1,1.1,-8,-4,1,1
Cc1ccc(NCc2n[nH]c(=S)n2-c2ccccc2)cc1Cl,-19,1.1,1.1,19,1,1,-3,4,0.9,0.8
CCOC(=O)C(NC(C)=O)C(=O)Nc1c(C)cccc1C (configuration not stated),-8,1.1,0.9,3,1.1,1,-4,-11,1.1,1.1

# This part in full, from the start:
SMILES,TNAP inh no acc,NF-kB neuron act,bIAP act,APP 5'UTR act,FLuc stim CS,TNAP act hiacc,TNAP inh hi DEA,FLuc inh counter,PMI activator,PMI act hi M6P
Cc1cccc(NC(=S)NN2CCN(C)CC2)c1,-10,0.87,1,13,1,1.1,-8,-4,1,1
Cc1ccc(NCc2n[nH]c(=S)n2-c2ccccc2)cc1Cl,-19,1.1,1.1,19,1,1,-3,4,0.9,0.8
CCOC(=O)C(NC(C)=O)C(=O)Nc1c(C)cccc1C (configuration not stated),-8,1.1,0.9,3,1.1,1,-4,-11,1.1,1.1
CSc1c2c(nc3ncnn13)CCC2,-13,1,0.7,-10,1,1.1,-7,-4,1.1,1
Cc1nc2nc(SCC(=O)O)nn2c(C)c1Cc1c(F)cccc1Cl,-15,1.2,0.9,14,1,1,-3,-2,1.2,1.1
Cn1nc(C(=O)NC2=NCCS2)ccc1=O,-3,1.2,0.9,12,1,1.1,-6,-4,1.1,1.1
CC(C)(C)C1CCc2c(sc3c2C(=O)NC(c2ccco2)N3)C1 (configuration not stated),0,1.1,0.9,22,0.7,1,0,28,1,0.7
COc1ccc(Cn2c(-c3ccccc3)nc3c(c(=O)c4ccccc4n3C)c2=O)cc1,7,0.88,0.8,-4,1.1,1,1,-7,1,1
C=CCn1c(Oc2cc(C)ccc2C)nc2c1c(=O)n(C)c(=O)n2C,-4,1,1,12,1.1,1.1,-6,-6,1,1
COC(=O)/C=c1/sc2nc3ccccc3n2c1=O,-2,1.1,1,13,1,1,-3,-2,0.2,0.5
COc1cccc(C(=O)Nc2cccc(C(=O)N3CCOCC3)c2)c1,-12,1.3,0.9,7,1.1,1,-2,-6,1,1
COc1cccc(/C=C2\SC(=O)N(CCC(=O)NNC(=O)c3ccccc3Cl)C2=O)c1,3,1.1,0.9,6,1.1,1,-4,-6,0.9,1
CC(=O)Nc1ccc(N2C(=O)CC(c3ccccc3)CC2=O)cc1,-7,1.1,0.9,10,1,1,2,-1,0.9,0.5
CCc1nnc(NC(=O)C(CC)c2ccccc2)s1 (configuration not stated),-9,1.1,0.8,12,1.1,1,-5,-6,0.9,0.9
Cc1ccc(C(=O)CC2SC(N)=NC2=O)cc1 (configuration not stated),-5,1.1,0.9,-7,1,1,4,0,0.9,0.9
O=C(c1cnn(C(=O)c2ccccc2)c1)c1ccccc1O,19,1.6,1.3,23,1.1,1,-4,-5,1,1
CCCn1cc(S(=O)(=O)CC(=O)N2CCc3ccccc32)c2ccccc21,-11,0.94,1,-4,1,1,-2,-4,0.8,0.8
CC(=O)C1=C(O)C(=O)N(CC#N)C1c1cccs1 (configuration not stated),-9,1.2,0.9,17,1,1,-4,0,1.1,1.1
CN(CCNC(=O)CCNC(=O)Cn1ccc2ccccc2c1=O)Cc1ccccc1,-15,1.3,0.9,1,1,1.1,-6,-3,1,1
CCCCOc1ccccc1P(=O)(O)CP(=O)(c1ccccc1)c1ccccc1,-3,1.2,1,0,1.1,1.1,-7,-9,1,1
O=C(NC(Cc1ccccc1)c1ccc2c(c1)OCCCO2)c1ccccc1F (configuration not stated),-6,1.4,0.9,-5,1,1.1,-8,-5,1.1,1.1
O=C(OCCOCCN=C1NS(=O)(=O)c2ccccc21)C1CC(=O)N(c2ccccc2)C1 (configuration not stated),-13,1.1,0.8,10,1,1.1,-6,-4,1,1
CCC1Oc2ccccc2N(CC(=O)NCCc2ccc(OC)c(OC)c2)C1=O (configuration not stated),-8,1,0.6,11,1,1,-3,-1,1.1,1
Cc1nc2ccccc2c(=O)n1NC(=O)/C=C/c1ccc(Br)cc1,-9,0.88,0.9,-4,1.1,1.1,-5,-8,1,1
Cn1cnc([N+](=O)[O-])c1Oc1ccccc1,-1,1.2,0.7,-3,1.1,1.1,-5,-10,1,1
CCc1ccc(NC(=O)CSCCN2C(=O)c3ccccc3C2=O)cc1,-6,0.95,0.9,1,1.1,1,-4,-7,0.9,1
O=C(Nc1ccc2cn[nH]c2c1)c1c(Cl)cccc1Cl,0,0.88,0.9,12,1,1,2,-3,0.9,0.9
Cn1c(=O)c2cc(S(=O)(=O)NC(Cc3ccccc3)C(=O)NCc3ccco3)ccc2n(C)c1=O (configuration not stated),-4,1.6,1.1,-10,1,1,-2,4,1,1.1
COc1ccccc1NS(=O)(=O)c1cccc(C(=O)N/N=C2\CC(=O)CC(C)(C)C2)c1,-33,1.1,1.1,0,1.1,1.1,-6,-8,1,1
Cn1cccc1Cc1nnc(SCC(=O)Nc2ccc3c(c2)OCCO3)n1CCc1ccccc1,-4,0.72,1.1,3,1,1,-3,-3,1,1.1
C=CCNC(=O)c1cc(-c2ccccc2O)on1,-10,2.3,1,7,0.8,1,-5,16,0.9,1
COc1cccc(/C=C/C(=O)OCC(=O)c2ccc3c(c2)NC(=O)CO3)c1OC,1,1.3,1,2,1,0.9,6,0,1.1,1
CC(c1ccccc1)C1NC(C(=O)O)CS1 (configuration not stated),-10,1.1,0.9,8,1.1,1,-4,-5,1,1.1
O=C(c1ccc(NC(=S)NCc2ccco2)cc1)N1CCOCC1,-12,1.1,1.1,20,1.1,1.1,-6,-7,1,1.1
COc1ccc(N2CCN(c3nc(NCCO)nc(N4CCOCC4)n3)CC2)cc1,-9,0.89,1,-19,1,1,-3,-2,0.9,1
COc1ccc(-c2csc(NNC3=NCCCCC3)n2)cc1,-26,1,1.3,-3,1.1,1,-1,-7,0.6,0.7
Cc1ncc(CN2CCN(CCc3ccccc3)C(CCO)C2)s1 (configuration not stated),-12,1.1,0.9,-11,1.1,1.1,-6,-7,0.9,0.9
CC1CCN(CCCNC(=O)CCCNC(=O)Cn2cnc3sc4c(c3c2=O)CCCC4)CC1,0,1.2,1,-8,1,1,4,0,0.9,0.9
Cc1cc(OCC(=O)N2CCc3ccccc3C2)c2c(-c3ccccc3)cc(=O)oc2c1,-2,0.69,1,-4,1.1,1.1,-7,-9,0.9,1
CCCCn1c(=O)nc2n(-c3ccccc3)c3ccccc3cc-2c1=O,-1,1.1,1,0,1,1.1,-7,-2,1.4,1.6
Clc1ccc(-c2nc(C3CCCCC3)no2)cc1,-8,1.9,1.1,108,0.9,1.1,-5,10,1.1,1.2
CC(=O)c1cccc(N2C(=NC(=O)C(C)C)SC3CS(=O)(=O)CC32)c1 (configuration not stated),-5,0.94,1,-4,1,1,-2,-5,1,0.9
O=C(NCC1CCCO1)C1CCC(=O)N1CCc1ccccc1 (configuration not stated),-9,1.1,1.2,-2,1,1.1,-7,-2,0.9,0.9
O=C(NC1CCCCC1)C(c1ccccc1)N(C(=O)Cc1ccsc1)c1ccccc1 (configuration not stated),-19,1,0.8,2,1,1,0,1,1,1
COc1ccc(C(=O)NCC(=O)NCC(=O)OCC(=O)c2cccs2)cc1,-8,1.3,0.9,-14,1,1,-2,-1,0.9,0.9

# Gathered by group: the compounds so far containing fluorine.
SMILES,TNAP inh no acc,NF-kB neuron act,bIAP act,APP 5'UTR act,FLuc stim CS,TNAP act hiacc,TNAP inh hi DEA,FLuc inh counter,PMI activator,PMI act hi M6P
Cc1nc2nc(SCC(=O)O)nn2c(C)c1Cc1c(F)cccc1Cl,-15,1.2,0.9,14,1,1,-3,-2,1.2,1.1
O=C(NC(Cc1ccccc1)c1ccc2c(c1)OCCCO2)c1ccccc1F (configuration not stated),-6,1.4,0.9,-5,1,1.1,-8,-5,1.1,1.1

# Next section:
SMILES,TNAP inh no acc,NF-kB neuron act,bIAP act,APP 5'UTR act,FLuc stim CS,TNAP act hiacc,TNAP inh hi DEA,FLuc inh counter,PMI activator,PMI act hi M6P
CCN(CC)Cc1c(O)c(Cl)cc2c(C)cc(=O)oc12,-8,1.1,1.2,5,1.1,1,-4,-7,1,0.9
C#CCOCCOCCOCCNc1nc(N2CCN(C(=O)[C@H](Cc3cc4ccccc4[nH]3)n3cc([C@@H](N)C(C)CC)nn3)CC2)nc(N2CCN(C(=O)[C@H](Cc3cc4ccccc4[nH]3)n3cc([C@@H](N)CC(C)C)nn3)CC2)n1 (some centres not stated),-267,1.3,5.4*,33,1.1,1.4,-36,-7,1.2,1.1
COc1ccc(-c2cc(C(F)(F)F)n3nc(C(=O)N4CCCC4)cc3n2)cc1,-21,1.3,1.1,3,1,1.1,-8,-4,1,1
CC(C)(C)NC(=O)COC(=O)c1ccc(Cl)nc1,-12,1.6,0.9,-1,1.1,1,-1,-6,1.1,1
COc1ccc(C)cc1NC(=O)C1CCC(CNc2c(N3CCOCC3)c(=O)c2=O)CC1 (configuration not stated),-14,0.87,1,13,1,1.1,-6,-4,1,1
O=C(NC(=S)N(CCO)Cc1ccccc1)c1ccc(S(=O)(=O)N2CCCC2)cc1,-11,1.3,0.9,-13,1,1,-4,-4,1,1
CCCCNC(=O)c1ccc(CS(=O)(=O)Cc2ccccc2F)o1,-1,1,0.9,3,1.1,1,-4,-7,1.1,1
Clc1cccc(NCc2nnc(SCc3ccc(Cl)cc3Cl)o2)c1,-4,1.6,1,13,1,1,3,-3,0.8,0.8
CSc1n[nH]c2nc3c(c(=O)n12)C1(CCCC1)Cc1ccccc1-3,-5,0.95,1,5,1,1.1,-7,-3,1.6,2.2*
Cc1nnc(SCC(=O)NC(C)(C)C)n1NCc1c(F)cccc1Cl,-1,·,0.9,-1,1.1,1,0,-8,1,1
CCC(=O)Nc1ccc(S(=O)(=O)N2CCCCC2)cc1OC,-18,1.1,1.1,6,1,1.1,-10,-1,1,1.1
O=C(CC(=O)Nc1cccc(Cl)c1)N/N=C\c1ccccc1,-15,0.95,1,-3,1,1.1,-6,1,1,1
c1ccc2c(CNc3ccc(CNc4ncn[nH]4)cc3)cccc2c1,-16,0.83,1,14,1,1,-5,-3,0.8,0.6
O=C(CSc1nc2ccccc2c(=O)n1Cc1ccc(F)cc1)NCc1cccs1,-1,0.98,0.9,0,1,1,4,1,0.9,1
Cc1ccc(C(C(=O)NC2CCCC2)N(Cc2ccco2)C(=O)CCC(=O)Nc2cc(C)on2)cc1 (configuration not stated),-7,0.99,0.9,18,1,1,-1,-4,1.1,1
O=C(Cc1coc2cc3c(cc12)CCC3)NC1CCCCCCC1,-13,0.96,0.9,9,1.1,1,-4,-12,0.8,0.9
Cc1cc(=O)n2c(C(=O)Nc3ccc(C)c(C)c3)c(C(=O)Nc3ccccc3)sc2n1,0,1,1.2,7,1.1,1,-2,-7,1.3,1.2
